Mdm2 ligase inh: Mdm2 E3 ligase (human) inhibition | cell-based MDM2 ubiquitination luciferase reporter, 2 h; 0 = plate control, 100 = twice control, blank-subtracted | Q00987 | signal enhancement, % at 5 µM | hit rate 0.11% among 210,000;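 active = signal enhancement of 30% or more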;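 also: luminescence tracks abundance of the self-degrading MDM2-luciferase fusion protein; higher signal means inhibition of MDM2 E3 ligase activity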
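Assay system: stable mammalian line carrying autodegrading MDM2–luciferase fusion reporter; Input: 2000 cells in each well; Compound dosing: single-point 5 µM; Schedule: 2 h compound exposure at 37 °C; Signal: SteadyLite luciferase luminescence after 15 min room-temperature reagent incubation; Evaluation: % luminescence enhancement versus blank-corrected plate control mean; Benchmarks: plate controls and plate blanks.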
BaF3 parental: reduces parental Ba/F3 cell viability, JAK2V617F counter-screen. inhibition, % at 5.6 µM. hit rate 1.1% among 220,000. AID 1486. CellTiter-Glo ATP luminescence;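 active = inhibition above a per-campaign cutoff, the mean inhibition of all tested compounds plus 3 SD, cut at about 27% in these data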;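 also: 0% = DMSO wells and 100% = JAK Inhibitor I control wells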
eIF4E 4G PPI: inhibitors of eIF4E and eIF4G interaction in translation initiation; P63073+Q04637; TR-FRET eIF4E-eIF4GI(517-606) binding, 2 h; inhibition, % at 21.7 µM; hit rate 0.37% among 220,000; AID 782;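 active = inhibition above about 30%, limit read from the data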;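 also: 0% = full FRET control wells and 100% = background wells lacking eIF4GI fragment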
Ba/F3 V617F tox: reduce viability of Ba/F3 cells dependent on JAK2V617F | Ba/F3 EpoR-JAK2V617F viability, ATP luminescence | inhibition, % at 5.6 µM | hit rate 1.1% among 220,000 | AID 1446;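 active = inhibition above the campaign mean plus 3 SD over all tested compounds, cut at about 24% in these data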;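 also: cytokine-independent growth of Ba/F3 cells driven by EpoR plus mutant JAK2; 0% = DMSO-treated cells and 100% = JAK inhibitor I control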
S1P4 ag: human S1P4 receptor agonism; O95977; S1P4-expressing cell line, agonist reporter assay; activation, % at 4.98 µM; hit rate 0.35% among 220,000; in the data active = activation above about 11%;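 also: 0% = DMSO vehicle and 100% = reference agonist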
Target sequence (O95977 whole entry, looked up): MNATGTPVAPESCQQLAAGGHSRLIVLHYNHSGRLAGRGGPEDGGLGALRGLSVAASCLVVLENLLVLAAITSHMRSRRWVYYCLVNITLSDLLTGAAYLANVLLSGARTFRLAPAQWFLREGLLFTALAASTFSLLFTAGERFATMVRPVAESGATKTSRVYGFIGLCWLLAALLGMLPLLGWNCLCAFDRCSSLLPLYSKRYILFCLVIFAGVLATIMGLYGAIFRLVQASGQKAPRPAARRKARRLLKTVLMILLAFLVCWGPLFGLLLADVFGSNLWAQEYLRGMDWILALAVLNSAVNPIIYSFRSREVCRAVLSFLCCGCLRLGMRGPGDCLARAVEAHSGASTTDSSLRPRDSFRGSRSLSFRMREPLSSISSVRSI
NPY2 pot ag: potentiators or agonists of human neuropeptide Y receptor Y2 | hit rate 0.45% among 220,000 | activation, % at 3.6 µM | cells expressing NPY-Y2, potentiator/agonist read-out; in the data active = activation above about 27%;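 also: cells stimulated with NPY near EC25 plus isoproterenol at EC100; 0% = vehicle plus submaximal agonist and 100% = vehicle plus saturating agonist; some results beyond the cut were filed as inactive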
PERK inh: human PERK inhibition, primary cell-based screen | Q9NZJ5 | CHO PERK-DD fusion, SEAP luminescence translation reporter | inhibition, % at 5.6 µM | hit rate 0.17% among 220,000;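 active = inhibition above the mean inhibition of all tested compounds plus 3 SD, set separately per screening campaign, cut at about 2.9% in these data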;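 also: PERK kinase domain activated by AP20187 dimerizer at 100 nM; 0% = DMSO with dimerizer and 100% = rapamycin at 8.4 µM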
Wee1 stabilizer: inhibitors of human Wee1 degradation; reporter increase, % at 5 µM; HeLa Luc-Wee1K328M stability, luciferase luminescence; 100% = proteasome inhibitor MG132 effect; AID 1321; P30291; hit rate 1.2% among 220,000;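 active = activation above the mean of all tested compounds plus 3 SD, set per screening run, cut at about 8.8% in these data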;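 also: cells exposed to compound for 20 h before luminescence read; 0% = DMSO alone and 100% = MG132 at 30 µM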
Target sequence (P30291 whole entry K328M): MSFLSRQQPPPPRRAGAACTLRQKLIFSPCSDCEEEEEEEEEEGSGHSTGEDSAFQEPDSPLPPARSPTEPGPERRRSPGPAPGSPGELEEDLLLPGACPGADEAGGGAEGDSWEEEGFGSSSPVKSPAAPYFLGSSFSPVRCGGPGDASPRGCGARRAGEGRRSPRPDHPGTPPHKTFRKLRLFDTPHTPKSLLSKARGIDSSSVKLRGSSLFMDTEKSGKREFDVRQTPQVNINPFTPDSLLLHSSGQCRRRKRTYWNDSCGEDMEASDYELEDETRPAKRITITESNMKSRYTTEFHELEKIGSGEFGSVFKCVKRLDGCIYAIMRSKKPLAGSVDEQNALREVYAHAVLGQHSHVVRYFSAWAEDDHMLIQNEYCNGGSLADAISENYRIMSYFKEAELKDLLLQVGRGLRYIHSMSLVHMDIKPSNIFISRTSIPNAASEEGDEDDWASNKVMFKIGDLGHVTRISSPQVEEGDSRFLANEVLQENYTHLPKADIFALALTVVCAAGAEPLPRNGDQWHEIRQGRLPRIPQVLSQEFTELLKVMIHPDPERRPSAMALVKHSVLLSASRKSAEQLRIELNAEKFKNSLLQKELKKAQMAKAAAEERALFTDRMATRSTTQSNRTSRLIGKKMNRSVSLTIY
S1P4 antag: human S1P4 receptor antagonism; O95977; S1P4-expressing cells, antagonist mode, reporter read-out; inhibition, % at 4.98 µM; hit rate 0.26% among 220,000; AID 1510; in the data active = inhibition above about 29%;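 also: 0% = wells stimulated with agonist and 100% = vehicle wells without agonist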
Active calls of the source: *; · = no result given; [ ] = remark or other dose.

SMILES | Mdm2 ligase inh | BaF3 parental | eIF4E 4G PPI | Ba/F3 V617F tox | S1P4 ag | NPY2 pot ag | PERK inh | Wee1 stabilizer | S1P4 antag
CCOC(=O)C1CCN(C(=O)c2ccc(OC)cc2OC)CC1 | -12 | 6 | -14 | 2 | 1.5 | -8 | 0.7 | -1 | -5
CC(=O)Nc1ccc(CN2CCc3c([nH]c4ccccc34)C2c2ccccn2)cc1 (centres undefined) | -8 | 3 | 3 | -1 | -0.3 | 1 | 0.1 | 2 | -9
O=c1c2c3nc4ccccc4nc3n(Cc3ccccc3)c2ncn1Cc1ccco1 | -11 | 4 | -5 | -4 | -0.6 | 6 | -0.4 | -1 | 25
O=C(CO/N=C/c1c(Cl)cccc1Cl)NNC(=O)c1ccc(Cl)cc1 | 0 | 1 | -5 | -3 | -1.1 | -26 | 1.3 | -3 | -14
Cc1onc(-c2c(Cl)cccc2Cl)c1C(N)=O | -14 | 9 | 5[fluorescence artefact?] | -1 | -0.2 | 3 | 0.5 | -1 | 1
c1ccc(CSc2nnc(NC3=NCCCCC3)s2)cc1 | -10 | 4 | -9 | -1 | 0.4 | -12 | 0.1 | 2 | -11
CN1CCN(S(=O)(=O)c2ccc(NC(=O)c3csc4ccccc34)cc2)CC1 | -2 | 4 | -5 | 2 | -0.9 | 5 | -0.9 | 2 | -10
CC1CCN(CCCn2c(=S)[nH]c3c(sc4ccc([N+](=O)[O-])cc43)c2=O)CC1 | -14 | 6 | 1 | 5 | -1.3 | -9 | 0.6 | 2 | -19
COc1ccccc1N1C(C)=CC(=C(C#N)c2nc3ccccc3s2)C=C1C | -42 | 3 | -9 | -2 | 3.5 | 9 | 0.2 | 6 | -1
Cc1ccc(NC(=O)OCCN2CCN(Cc3ccccc3)CCC2=O)cc1C | · | 2 | 6 | 0 | 1.6 | -1 | -0.9 | -4 | -19
COc1ccc(C(=O)CSc2nnc(COc3ccccc3)n2Cc2ccco2)cc1 | -7 | 2 | -20 | -3 | 1.7 | -35 | -0.9 | -2 | -19
Cc1[nH]c2ccccc2c1C(=O)COC(=O)c1ccc[n+]([O-])c1 | -5 | 2 | 1 | -6 | -1.3 | -4 | 0.2 | -3 | 8
COc1ccc(NC(=O)C2CCC(CNc3c(N4CCOCC4)c(=O)c3=O)CC2)cc1Cl (centres undefined) | -3 | -4 | -8 | -3 | 1.0 | -1 | 1.0 | 0 | 10
O=C(c1cc(-c2ccccc2O)on1)N1CCc2ccccc2C1 | -7 | 5 | 2 | -2 | 0.0 | -21 | 0.8 | -1 | -9
CC(C)CN(C(=O)COC(=O)C12CC3CC(CC(O)(C3)C1)C2)C1CCS(=O)(=O)C1 (centres undefined) | 4 | 3 | 4 | -3 | -0.3 | -5 | 0.6 | 0 | -8
COC(=O)C1=C(C)NC(=O)/C1=C\c1cc(C)n(-c2ccc(F)cc2)c1C | -10 | 1 | 2 | -3 | 4.4 | 8 | 0.2 | -1 | 2
COc1ccc(Br)cc1S(=O)(=O)n1ccnc1 | -6 | -2 | 2 | -2 | 0.2 | 8 | 0.7 | -1 | -9
Cc1ccc(C(=O)NCc2ccc3c(c2)OCO3)cc1S(=O)(=O)N1CCOCC1 | 0 | 3 | 1[fluorescence artefact?] | 1 | 0.4 | -7 | -1.3 | -2 | 1
CC1=C(C)Cc2c(OC(=O)c3ccccc3)ccc(OC(=O)c3ccccc3)c2C1 | -17 | 2 | -1 | -4 | 1.1 | -2 | 0.5 | -1 | -7
Nc1ccc2nc(CCc3ccccc3)[nH]c2c1 | -12 | 5 | 8 | -6 | 2.1 | 7 | 0.9 | 1 | -9
Cn1cccc1C1Nc2ccccc2NC2=C1C(=O)CC(C)(C)C2 (centres undefined) | -27 | 1 | 4 | -4 | -1.2 | 6 | 0.7 | -3 | 26
Cc1ccccc1OCCOc1cccc(/C=N/NC(=O)Cc2nnc(N)s2)c1 | -8 | 5 | -14 | 0 | 0.1 | -1 | 0.2 | 2 | -15
COCCCNC(=S)NC1CC2CCCC(C1)N2Cc1ccco1 (centres undefined) | -23 | 2 | 5 | -4 | -0.9 | -21 | 0.5 | 0 | -33
COc1cc(/C=N/NC(N)=S)ccc1OC(=O)c1ccc(C)cc1 | -6 | 2 | 4 | -1 | 0.8 | 7 | 1.4 | -1 | -7
CCC(C)(C)NC(=O)/C=C/c1ccccc1[N+](=O)[O-] | -3 | 7 | 0 | 3 | 0.6 | -2 | -0.1 | 0 | 4
O=C(NC1CCCCCC1)C1CCN(S(=O)(=O)N2CCC3(CC2)OCCO3)CC1 | -10 | 2 | 6 | -4 | 0.5 | 8 | 0.4 | 0 | -16
Cc1cc(C)cc(-n2nnc(C(=O)NCc3ccccc3Cl)c2N)c1 | -17 | -1 | 1 | 2 | 1.9 | -2 | -0.9 | -3 | -10
O=C(CSc1nnnn1C1CCCCC1)Nc1ccccc1N1CCOCC1 | -2 | 8 | -4 | 0 | 0.9 | -11 | 0.1 | -2 | -23
NCCc1nnc(SCc2c(F)cccc2Cl)o1 | -3 | 3 | -3 | -2 | -0.6 | 10 | 1.7 | -1 | 13
CCOC(=O)c1c(C)n(-c2ccc(C)cc2)c2c(C(C(C)=O)C(=O)O)c(Br)c(O)c(O)c12 (centres undefined) | -13 | 0 | 2 | -4 | -1.5 | -1 | 0.2 | 2 | 5
COc1ccc(CNC(=O)CSc2nnc(C)c(=O)[nH]2)cc1 | -7 | 3 | -3 | -4 | 0.0 | -37 | 2.0 | 0 | -6
COC(=O)Nc1ccc(S(=O)(=O)NCc2ccccn2)cc1 | -6 | 6 | -1 | 1 | -0.1 | 8 | 0.4 | -2 | -10
CCOC(=O)c1ccc(NC(=O)c2cc3ccccc3o2)cc1 | 0 | 6 | 8 | -1 | -0.8 | -10 | 0.8 | 0 | 0
O=C(CSc1nnnn1-c1ccccc1)Nc1ncc2c(n1)CC(c1ccccc1)CC2=O (centres undefined) | 2 | 0 | 1[fluorescence artefact?] | -2 | -0.7 | -8 | 0.1 | 0 | -6
Cc1cc(Nc2ccccc2)n(-c2cccc(Cl)c2)n1 | 2 | 3 | -6 | -3 | -0.7 | 6 | -0.3 | -2 | 18
Cc1cccc(N2CC(O)(c3cccs3)[N+]3=C2CCCC3)c1C (centres undefined) | -11 | 36* | 2 | 24* | 1.3 | -3 | -0.7 | -1 | -4
O=C(Nc1ccccc1Oc1ccccc1)C1CCCC1 | 1 | 6 | 3[fluorescence artefact?] | 2 | 0.8 | -7 | -0.2 | -1 | 0
COc1cccc(N/C(N)=N/c2nc(C(F)(F)F)cc(C(F)(F)F)n2)c1 | 0 | 3 | -2 | 0 | -1.1 | 16 | 1.7 | -2 | 1
C#CCOc1nc2c(c(=O)n(C)c(=O)n2C)n1Cc1ccccc1 | -7 | 3 | 3 | -3 | -0.5 | -20 | -0.6 | 1 | 0
Cc1nc2cc(C(=O)O)ccc2n1C1CCCCC1 | -12 | 2 | 6 | -1 | -1.5 | -8 | 0.1 | 2 | -10

Rewritten as a markdown table: entries from further up.
| SMILES | Mdm2 ligase inh | BaF3 parental | eIF4E 4G PPI | Ba/F3 V617F tox | S1P4 ag | NPY2 pot ag | PERK inh | Wee1 stabilizer | S1P4 antag |
| --- | --- | --- | --- | --- | --- | --- | --- | --- | --- |
| O=C(NC1CCCCCC1)C1CCN(S(=O)(=O)N2CCC3(CC2)OCCO3)CC1 | -10 | 2 | 6 | -4 | 0.5 | 8 | 0.4 | 0 | -16 |
| Cc1cc(C)cc(-n2nnc(C(=O)NCc3ccccc3Cl)c2N)c1 | -17 | -1 | 1 | 2 | 1.9 | -2 | -0.9 | -3 | -10 |
| O=C(CSc1nnnn1C1CCCCC1)Nc1ccccc1N1CCOCC1 | -2 | 8 | -4 | 0 | 0.9 | -11 | 0.1 | -2 | -23 |

Retrieved one by one from the list above:
SMILES | Mdm2 ligase inh | BaF3 parental | eIF4E 4G PPI | Ba/F3 V617F tox | S1P4 ag | NPY2 pot ag | PERK inh | Wee1 stabilizer | S1P4 antag
O=C(Nc1ccccc1Oc1ccccc1)C1CCCC1 | 1 | 6 | 3[fluorescence artefact?] | 2 | 0.8 | -7 | -0.2 | -1 | 0
NCCc1nnc(SCc2c(F)cccc2Cl)o1 | -3 | 3 | -3 | -2 | -0.6 | 10 | 1.7 | -1 | 13
Cc1nc2cc(C(=O)O)ccc2n1C1CCCCC1 | -12 | 2 | 6 | -1 | -1.5 | -8 | 0.1 | 2 | -10
Cc1cccc(N2CC(O)(c3cccs3)[N+]3=C2CCCC3)c1C (centres undefined) | -11 | 36* | 2 | 24* | 1.3 | -3 | -0.7 | -1 | -4

Additional structures.
SMILES | Mdm2 ligase inh | BaF3 parental | eIF4E 4G PPI | Ba/F3 V617F tox | S1P4 ag | NPY2 pot ag | PERK inh | Wee1 stabilizer | S1P4 antag
O=C1Cc2ccccc2C(c2ccc(Cl)cc2)N1 (centres undefined) | -25 | 2 | 1 | -3 | 0.6 | 3 | 1.2 | -2 | -20
O=C(c1ccco1)N1CCN=C1SCc1cccc(F)c1 | -5 | 2 | -1 | 1 | -3.9 | -22 | -0.4 | -2 | -6
CN1C(=O)/C(=C/c2ccc(C(=O)NC3CCCC3)cc2)Oc2ccccc21 | 0 | 5 | 0 | -2 | 4.6 | -2 | -0.3 | -3 | -5
O=c1oc(Nc2cccc(Cl)c2)nc2ccccc12 | 11 | 1 | -1 | -2 | -1.3 | -2 | 1.7 | -1 | -4
Cc1ccc(NC(=O)c2cc([N+](=O)[O-])ccc2NCc2cccnc2)cc1Cl | -1 | 1 | -9 | -2 | -0.3 | 15 | 0.7 | 3 | 0
CS(=O)(=O)N(CC(=O)NCc1ccco1)Cc1ccc(Cl)cc1 | -12 | 1 | -9 | -1 | -2.9 | -8 | 1.5 | 0 | -13
CCOC(=O)Oc1ccc2c(=O)c(Oc3cccc(C)c3)coc2c1 | -5 | 11 | 14 | 3 | -1.8 | 9 | 1.0 | -1 | 0
CC12CCC(C(=O)N(CCCCN3CCN(Cc4ccccc4)CC3)C1=O)C2(C)C (centres undefined) | 4 | 2 | 5 | -2 | -1.1 | -13 | -0.5 | 3 | 22
Cc1nc2nc(-c3ccco3)[nH]n2c(=O)c1Cc1ccccc1 | -10 | 2 | 3 | 0 | 1.5 | -4 | 1.6 | -3 | -13
C=C(C)CNC(=S)/N=c1\scc(C)n1CC | 1 | 5 | -5 | 1 | 3.1 | 4 | 0.3 | -1 | -12
COC(=O)c1cc(NC(=O)CC2NC3CCCCC3NC2=O)cc(C(=O)OC)c1 (centres undefined) | -30 | -3 | -1 | -4 | 1.4 | 9 | 0.6 | -1 | -5
CCOC(=O)N1CCN(C(=O)c2ccccc2NC(=O)c2ccc(C(C)(C)C)cc2)CC1 | 2 | 6 | 2[fluorescence artefact?] | -2 | -0.2 | -2 | -1.1 | 1 | -23
O=C(COc1ccc(S(=O)(=O)N2CCCCC2)cc1)NCC1CCCO1 (centres undefined) | -21 | 4 | 2 | 3 | 1.4 | -2 | 0.5 | 1 | 2
O=C(Nc1ccc(F)c([N+](=O)[O-])c1)C(=O)c1c(O)[nH]c2ccccc12 | 0 | 3 | -5 | -2 | 3.4 | -3 | 0.2 | -2 | -36
O=C(O)c1ccccc1NS(=O)(=O)c1ccccc1C(F)(F)F | -9 | 5 | 0 | -2 | 0.7 | 7 | 0.6 | 1 | -9
Cc1nnc(NC(=O)Cc2ccc(OCc3c(C)noc3C)cc2)s1 | -4 | 0 | 2 | 3 | 1.6 | -3 | -0.1 | -2 | -21

High-throughput results: PubChem, several laboratories
